D1 antag = antagonists of human D1 dopamine receptor. 360,000 compounds, 3.2% hits. activity change, negative = inhibition, % at 10 µM. HEK293 TREx D1 cells, calcium flux, dopamine EC80; active compounds read low. P21728; in the data active means activity change below about -30%; further: on the % scale 0 is the no-effect control and ±100 the full control effect
Target sequence (P21728 whole entry, looked up): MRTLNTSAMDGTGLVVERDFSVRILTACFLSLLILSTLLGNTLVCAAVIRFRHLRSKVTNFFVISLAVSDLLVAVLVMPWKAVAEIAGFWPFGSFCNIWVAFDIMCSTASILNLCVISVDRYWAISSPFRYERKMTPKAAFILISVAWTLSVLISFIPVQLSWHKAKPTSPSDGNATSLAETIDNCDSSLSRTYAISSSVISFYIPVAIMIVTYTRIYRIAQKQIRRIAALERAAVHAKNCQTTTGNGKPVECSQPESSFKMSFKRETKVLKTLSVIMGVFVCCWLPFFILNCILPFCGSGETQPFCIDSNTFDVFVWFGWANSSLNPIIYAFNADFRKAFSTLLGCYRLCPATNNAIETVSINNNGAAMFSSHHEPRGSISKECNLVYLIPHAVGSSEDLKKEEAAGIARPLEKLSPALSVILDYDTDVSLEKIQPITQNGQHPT
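Compound effects on dopamine-evoked calcium signalling were measured in tetracycline-induced HEK293 Trex D1 cells. Dopamine at EC80 followed a 180 s compound pre-read, and fluorescence was tracked kinetically for 180 s more.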
D1 agonist = activates the human D1 dopamine receptor; HEK293 T-REx D1 cells, calcium flux, agonist mode; activation, % at 2 µM; 360,000 compounds, 1% hits; AID 504660; in the data active means activation above about 30%; further: 0% is about no effect
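Tetracycline-induced HEK293 TREx D1 cells, force-coupled to calcium signalling, were dye-loaded with a no-wash calcium kit. Compound was pin-added after a 10 s baseline. Fluorescence was read kinetically at 1 cycle/s for 180 s, with calcium rises flagged as agonism.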
TRHR PAM = TRH receptor (human) allosteric enhancement | TRHR cells, fluo-8 calcium fluorescence, EC20 TRH enhancement | enhancement, % at 2 µM | 360,000 compounds, 0.66% hits | P34981; in the data active means enhancement above about 30%; further: 0% is about no effect
Target sequence (P34981 whole entry, looked up): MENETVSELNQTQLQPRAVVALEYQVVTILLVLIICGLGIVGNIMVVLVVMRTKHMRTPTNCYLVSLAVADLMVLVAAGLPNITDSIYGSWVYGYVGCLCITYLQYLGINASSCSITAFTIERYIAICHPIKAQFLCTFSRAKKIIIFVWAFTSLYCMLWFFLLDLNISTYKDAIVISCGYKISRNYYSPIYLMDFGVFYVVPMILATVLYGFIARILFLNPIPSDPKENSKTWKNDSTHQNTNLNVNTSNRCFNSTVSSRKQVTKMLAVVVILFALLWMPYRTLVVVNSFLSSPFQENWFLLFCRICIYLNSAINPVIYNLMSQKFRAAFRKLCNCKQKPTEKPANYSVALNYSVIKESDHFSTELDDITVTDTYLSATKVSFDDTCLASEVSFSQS
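Enhancer read-out: after compound pinning and an initial kinetic agonist-mode read, an EC20 of TRH (10 nM final) was injected and fluo-8 calcium signal (Ex 480/Em 530) followed at 1 s/cycle for 100 cycles in TRHR-expressing cells.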
D2 ag = activates the human D2 dopamine receptor | AID 485358 | activation, % at 2 µM | HEK293 T-REx D2 cells, calcium flux agonist mode | 340,000 compounds, 0.53% hits;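 active means activation over 3 SD above normal in the single-dose calcium agonist read, cut at about 30% in these data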; further: 0% is about no effect
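HEK293 Trex D2 cells, tetracycline-induced, o/n 30 C 5% CO2; no-wash Ca dye, RT 30–90 min; 10-cycle baseline, 23 nl cpd added, kinetic Ca read 180 s; agonist hits = positive Ca response.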
RXFP1 agonist = agonists of human relaxin receptor RXFP1 | Q9HBX9 | 370,000 compounds, 0.3% hits | HEK293T-RXFP1 cAMP TR-FRET, 30 min; response scale: percent of porcine relaxin response, buffer zero | Potency, µM (highest dose often 57.5 µM), inactives show top-dose activation, actives largely listed as activators; active means well fitted activation curve with a large enough effect; further: potency means the concentration at half of the fitted maximal effect; on the % scale 0 is the no-effect control and ±100 the full control effect; nearly all actives have a fitted effect of over 60% in size; many of its hits are not listed in these tables
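Agonist response is measured as cAMP accumulation in an RXFP1-transfected HEK293T line under PDE4 inhibition. Values are scaled between buffer-only and 29 nM porcine relaxin, and EC50s come from standard Hill equation fits.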
D1 PAM = human D1 dopamine receptor positive modulation; HEK293 TREx D1 cells, calcium flux, dopamine EC20 potentiation; AID 504651; potentiation, % at 10 µM; P21728; 360,000 compounds, 0.036% hits; in the data active means potentiation above about 30%; further: 0% is about no effect
D2 antagonist = antagonists of human D2 dopamine receptor; P14416; HEK293 TREx D2 cells, calcium flux, dopamine EC80; inhibition, % at 10 µM; 340,000 compounds, 2% hits; in the data active means inhibition above about 30%; further: 0% is about no effect
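Tetracycline-induced HEK293 T-REx cells expressing D2 force-coupled to calcium signalling were dye-loaded, exposed to compound for 180 s, then challenged with an EC80 of dopamine; calcium flux was followed kinetically for a further 180 s.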
RXFP1 antag = antagonists of human relaxin receptor RXFP1; Q9HBX9; HEK293-RXFP1, relaxin-stimulated cAMP HTRF, 30 min; active compounds read low; activity change, negative = inhibition, % at 57.5 µM; 350,000 compounds, 0.59% hits; AID 1259400;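 active means activity change of -60% or lower, but not beyond a set lower limit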; further: on the % scale 0 is the no-effect control and ±100 the full control effect
D2 PAM = positively modulates the human D2 dopamine receptor allosterically | P14416 | potentiation, % at 10 µM | 340,000 compounds, 0.34% hits | HEK293 T-REx D2, calcium flux, EC20 dopamine potentiation;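 active means potentiation over 3 SD above the plate norm, cut at about 30% in these data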; further: 0% is about no effect
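Tetracycline-induced Hek293 Trex D2 cells, force-coupled to calcium, loaded with no-wash calcium dye. Compound added with 180 s kinetic read for agonism, then EC20 dopamine and a further 180 s read for potentiation.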
Numbers without * were called inactive; x = no result given. Only part of the results is shown (hit frequency here may not be typical).

cpd | Structure | D1 antag | D1 agonist | TRHR PAM | D2 ag | RXFP1 agonist | D1 PAM | D2 antagonist | RXFP1 antag | D2 PAM
1 | C=CCSc1nnc(-c2ccncc2)n1-c1ccc(OCC)cc1 | 8 | 0 | -7 | 0.7 | 2.2% | 2 | -5 | -21 | 7
2 | COc1ccc(NC2CCCN(C(=O)CCCN3CCCCC3=O)C2)cc1 (stereo not drawn) | -8 | 0 | -1 | -0.9 | 0.3% | -1 | -1 | 11 | -2
3 | CC(=O)C1=C(c2ccccc2)OC(N)=C(C#N)C1c1ccccc1F (stereo not drawn) | -14 | 5 | 13 | -1.2 | 0.4% | -4 | 0 | -2 | 5
4 | COc1ccccc1NC(=O)CSc1ncc2c(n1)-c1cc(Cl)ccc1N(C)S2(=O)=O | 22 | 5 | 0 | 0.2 | 2.7% | -2 | x | -9 | 5
5 | Cc1cnn(-c2cc(N/N=C/c3ccc(F)cc3)ncn2)c1 | -25 | 2 | -8 | 0.1 | 3.2% | -2 | 6 | -1 | -4
6 | CCN1C(=O)[C@@H]2[C@@H](c3ccc(-c4ccc(OC)cc4)cc3)N3CCC[C@@]3(C(=O)OC)[C@@H]2C1=O | -7 | 2 | 2 | x | -0.6% | -3 | x | x | 13
7 | COCCN1C2=C(C(=O)CC(C)(C)C2)C(c2ccc(O)c(OC)c2)C2=C1CC(C)(C)CC2=O | 9 | 6 | -8 | -0.2 | -0.5% | 0 | -10 | -3 | 11
8 | CCCc1nc2sc3ccccc3c(=O)c2c(=O)n1Cc1ccc(OC)cc1 | -20 | 8 | -2 | -0.2 | -0.5% | 1 | 8 | -17 | -16
9 | Cn1ccnc1/C(=N\NC(=O)c1ccccc1)c1cccc([N+](=O)[O-])c1 | 1 | 0 | 0 | -0.8 | 1.0% | -2 | 3 | 12 | 0
10 | CCOc1ccccc1CNC(=O)C(C)n1nc(C)c2c(C)n(-c3ccccc3)nc2c1=O (stereo not drawn) | 1 | 1 | -2 | -1.1 | 1.2% | -17 | 11 | 0 | -6
11 | Cc1cc(C)n(-c2nnc(NC34CC5CC(CC(C5)C3)C4)nn2)n1 | 47 | 3 | -7 | 0.5 | 0.1% | 11 | 5 | -15 | 5
12 | COc1cccc(CN(C)CC(=O)Nc2sc3c(c2C#N)CCC3)c1 | 0 | 2 | 40* | 0.2 | 2.3% | -7 | -12 | -28 | 14
13 | COc1ccccc1C(=O)COC(=O)CCN=C1NS(=O)(=O)c2ccccc21 | -6 | 1 | 0 | 0.0 | 0.7% | -9 | -14 | -12 | -3
14 | COc1ccccc1CNC(=O)C(NC(=O)c1ccccc1)C(C)C (stereo not drawn) | 10 | 0 | 0 | x | -1.8% | -1 | x | -3 | 12
15 | CN(CC(=O)Nc1ccc2c(c1)CCC2)CC(=O)Nc1ccccc1Br | 0 | 0 | 7 | 0.0 | 0.4% | 0 | -2 | -5 | -12

Compound profiles (already shown). Order of screens: D1 antag, D1 agonist, TRHR PAM, D2 ag, RXFP1 agonist, D1 PAM, D2 antagonist, RXFP1 antag, D2 PAM
Listed for `COc1cccc(CN(C)CC(=O)Nc2sc3c(c2C#N)CCC3)c1` = 0, 2, 40*, 0.2, 2.3%, -7, -12, -28, 14
Listed for `COc1ccccc1C(=O)COC(=O)CCN=C1NS(=O)(=O)c2ccccc21` = -6, 1, 0, 0.0, 0.7%, -9, -14, -12, -3
Listed for `CN(CC(=O)Nc1ccc2c(c1)CCC2)CC(=O)Nc1ccccc1Br` = 0, 0, 7, 0.0, 0.4%, 0, -2, -5, -12
Listed for `CC(=O)C1=C(c2ccccc2)OC(N)=C(C#N)C1c1ccccc1F` (stereo not drawn) = -14, 5, 13, -1.2, 0.4%, -4, 0, -2, 5

Filtered by structure: the entries above containing fluorine
cpd | Structure | D1 antag | D1 agonist | TRHR PAM | D2 ag | RXFP1 agonist | D1 PAM | D2 antagonist | RXFP1 antag | D2 PAM
3 | CC(=O)C1=C(c2ccccc2)OC(N)=C(C#N)C1c1ccccc1F (stereo not drawn) | -14 | 5 | 13 | -1.2 | 0.4% | -4 | 0 | -2 | 5
5 | Cc1cnn(-c2cc(N/N=C/c3ccc(F)cc3)ncn2)c1 | -25 | 2 | -8 | 0.1 | 3.2% | -2 | 6 | -1 | -4

(list continues)
cpd | Structure | D1 antag | D1 agonist | TRHR PAM | D2 ag | RXFP1 agonist | D1 PAM | D2 antagonist | RXFP1 antag | D2 PAM
16 | Cc1sc(NC(=O)c2ccco2)c(C(Nc2ccccn2)c2ccccc2)c1C (stereo not drawn) | 7 | 3 | 9 | 0.3 | 2.9% | 2 | 14 | -10 | -6
17 | COC(=O)[C@@H](NC(=O)NCCC1=CCCCC1)C(C)C | 6 | 1 | 2 | 0.9 | 2.8% | -3 | -5 | -6 | 0
18 | CCn1nnc(-c2ccccc2NC(=O)c2cc(OC)c(OC)c(OC)c2)n1 | -4 | 7 | 1 | 0.5 | 0.4% | -2 | -1 | -16 | 15
19 | CCC(C)Sc1ccc([C@H]2N[C@@](C)(C(=O)OC)[C@H]3C(=O)N(C)C(=O)[C@@H]23)cc1OC (stereo partly drawn) | -2 | 4 | -2 | 0.5 | 0.6% | -6 | -9 | x | -2
20 | CCNc1c([N+](=O)[O-])ncn1C | 11 | 3 | -3 | -2.5 | -0.7% | -4 | 0 | 3 | -4
21 | Cc1n[nH]c(C)c1S(=O)(=O)N(CC(=O)Nc1ccc2c(c1)OCCO2)c1ccc(C(C)C)cc1 | 9 | 3 | 10 | 0.3 | -1.0% | -3 | -1 | x | -16
22 | NCc1c(O)ccc2ccccc12 | 10 | 10 | -5 | 3.9 | 3.1% | -1 | 24 | x | -4
23 | CC1=C(C#N)C(c2cccnc2)C2=C(N1)c1ccccc1C2=O (stereo not drawn) | 1 | 1 | 1 | -0.8 | 4.3% | -11 | 6 | -11 | -9
24 | COc1ccc(NC(=O)c2nnn(CC(=O)Nc3cc(C)cc(C)c3)c2N)c(OC)c1 | -12 | 2 | 12 | -0.5 | 1.0% | 8 | x | x | 16
25 | Cc1cc(C)nc(SCC(=O)c2ccc(F)cc2)n1 | 2 | 3 | -6 | 0.3 | 2.0% | -2 | 1 | 6 | -1
26 | COC(=O)c1cc(NS(=O)(=O)c2ccc(C(C)C)cc2)ccc1N1CCOCC1 | -1 | 6 | 2 | -1.1 | -3.1% | -6 | 1 | -7 | 7
27 | COC(=O)c1cnc(NNS(=O)(=O)c2ccc(C(F)(F)F)cc2)nc1C(F)(F)F | -15 | 2 | 8 | -0.2 | 0.0% | 4 | -8 | -1 | 12
28 | COc1ccc(C=NCCC2(O)CC(C)N(C)CC2C)cc1 (stereo not drawn) | -7 | 4 | 5 | 0.0 | -4.0% | -5 | -45 | 6 | -4
29 | CCOC(=O)c1c(C)[nH]c(CCC(=O)NCCCN2CCN(c3cc(C)ccc3C)CC2)c1C | -12 | 23 | -2 | 3.5 | -1.5% | -5 | x | -34 | -13
30 | Cc1cc(NC(=O)COc2cccnc2[N+](=O)[O-])no1 | 1 | 1 | 5 | 0.7 | 5.1% | 17 | 1 | -20 | 5

The results go on:
Values run as follows: D1 antag | D1 agonist | TRHR PAM | D2 ag | RXFP1 agonist | D1 PAM | D2 antagonist | RXFP1 antag | D2 PAM
31. CC1CCN(Cc2nc(Cl)c3c4c(sc3n2)CCC4)CC1
    -6 | 2 | 0 | -0.1 | 0.1% | -5 | 5 | 2 | -8
32. COc1ccccc1N=Nc1c(C)[nH]n(-c2ccccc2)c1=O
    8 | 8 | 7 | 0.7 | 0.1% | -3 | -1 | 3 | 14
33. O=C(CCN1C(=O)c2ccccc2C1=O)Nc1ccc(F)cc1
    -3 | 1 | -3 | 0.0 | 0.7% | -3 | -11 | -9 | 5
34. Cc1ccc(N(C)S(=O)(=O)c2ccc(-c3ccc(=O)[nH]n3)s2)cc1C
    -3 | 2 | -11 | 0.5 | 0.3% | -4 | 1 | 1 | -11
35. Cc1ccc(F)c(NC(=S)Nc2cccc3ccccc23)c1
    -1 | 6 | 13 | -1.2 | -2.3% | -1 | 18 | x | -4
36. CC(C)CCNC(=O)c1ccc2c(c1)NC(=O)C(C(C)C)N2 (stereo not drawn)
    10 | -2 | -8 | x | 5.1% | 0 | x | x | 3
37. CC1CCC(C(C)C)C(OCC(O)CN2CCCC(C)C2)C1 (stereo not drawn)
    13 | 8 | -1 | 1.3 | 2.8% | -3 | -2 | -8 | 10
38. Cc1ccc(CNC(=O)c2c(-c3ccccc3Cl)noc2C)o1
    15 | 0 | -4 | -0.7 | 3.9% | 0 | x | -14 | -9
39. CCn1c(SCc2nc3ccccc3c(=O)[nH]2)nnc1-c1cccnc1
    -5 | 3 | -1 | 0.5 | 2.2% | -4 | 8 | 24 | 17
40. COC(=O)c1cccc(NC(=S)N2CCOCC2)c1
    0 | 0 | -5 | 0.2 | 0.3% | 1 | -11 | 5 | -3
41. COc1ccc(C2C(C(=O)c3sc(C)nc3C)=C(O)C(=O)N2CCN(C)C)cc1 (stereo not drawn)
    -2 | 1 | 19 | 0.7 | 0.2% | -2 | -4 | 6 | -9
42. Cc1nc(CSc2ccc(Cl)cc2)cs1
    -2 | 0 | -4 | -1.7 | 3.3% | 0 | 4 | -3 | 6
43. Cc1nc(-c2ccc(Cl)cc2)sc1C1(C)CC(c2ccccc2F)=NO1 (stereo not drawn)
    -18 | 6 | -1 | 0.9 | 17% | -3 | -5 | x | -5
44. Cc1oc(-c2ccccc2Cl)nc1CS(=O)CC(=O)NC1CC1 (stereo not drawn)
    -60* | 0 | 3 | -2.1 | 4.3% | -4 | -16 | -7 | -2
45. CCSc1nc2ccccc2n1C(=O)c1ccc(S(=O)(=O)N2CCCCCC2)cc1
    -19 | 1 | 0 | -1.4 | 2.1% | -5 | -9 | 25 | 18
46. CCc1ccc(N2C(=O)CC(N(CC3CCCO3)C(=O)/C=C/C(=O)O)C2=O)cc1 (stereo not drawn)
    -4 | 1 | -3 | -2.8 | 1.0% | 2 | -9 | -1 | 12
47. CC(Oc1ccc(Br)cc1)C(=O)Nc1cc(Cl)ccc1N1CCN(C)CC1 (stereo not drawn)
    -3 | 1 | -10 | -0.1 | 1.0% | -13 | -9 | -15 | -15

Screening results: PubChem BioAssay, National Center for Advancing Translational Sciences (NCATS)
